# Source: PubChem BioAssay (Sanford-Burnham Center for Chemical Genomics)
# HKDC1 inhibitor – inhibitors of human hexokinase HKDC1. Q2TB90. recombinant HKDC1, G6PDH/diaphorase resazurin coupled fluorescence. AID 493160. inhibition, % at 20 µM. 340,000 compounds, 0.16% hits;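 active = inhibition above about 35% when tested at 20 µM, limit read from the data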;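 note: plate controls were DMSO wells with enzyme for no effect and DMSO wells lacking enzyme for full effect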
#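 Test system: recombinant HKDC1 (HK5) hexokinase enzyme, produced in-house / Doses: 20 µM test compound, 1% DMSO / Timing: 90 min, room temperature / Detection: G6PDH/diaphorase-coupled fluorescence, 1 mM NADP, 100 µM resazurin, 525/613 nm / Control set: DMSO wells with and without enzyme mix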
# SENP1 FRET inh – SENP1 (human) catalytic domain inhibition | recombinant SENP1 catalytic domain, CyPet-SUMO1-YPet FRET cleavage | inhibition, % at 10 µM | 360,000 compounds, 0.21% hits | Q9P0U3 | AID 624204;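 active = inhibition at least 30% at 10 µM, raw YFP signal under a set limit, fluorescence ratio 0.5 to 1.5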;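 note: 0% = enzyme with DMSO and 100% = no enzyme wells; some results filed as inactive read as strong as hits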
#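 System: Recombinant human SENP1 catalytic domain, His6-tagged | Incubation: Enzyme reaction for 50 min at room temperature, dark | Medium: Tris pH 8 with BME, BSA, NP40 and catalase | Also added: 25 nM SUMO1 FRET substrate | Compound: 10 µM single point, 0.5% DMSO | Measured by: FRET fluorescence in CFP and YFP emission channels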
# PfG6PD inh – PfG6PD (Plasmodium falciparum) enzyme inhibition | inhibition, % at 20 µM | PfGluPho enzyme, NADPH resazurin-diaphorase fluorescence | AID 504690 | 350,000 compounds, 0.78% hits;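 active = inhibition reaching at least a set limit at 20 µM in the primary screen, cut at about 59% in these data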;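 note: 0% = DMSO wells with substrate and 100% = DMSO wells lacking glucose-6-phosphate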
# SENP8 block-1 – inhibitors of human SENP8 protease. Q96LD8. inhibition, % at 20 µM. 360,000 compounds, 0.64% hits. recombinant SENP8, Nedd8 substrate fluorescence. AID 602440; in the data active = inhibition mostly above about 40%, no sharp cut-off; inactive = mostly below about 27%
# Apaf1 inhib – inhibitors of human Apaf-1 apoptosome. reconstituted apoptosome caspase-3 activity, DEVD-Rh110 fluorescence. inhibition, % at 20 µM. 330,000 compounds, 0.71% hits; active = inhibition of at least 40% at 20 µM;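 note: plate controls were DMSO wells for no effect and DEVD-CHO caspase inhibitor wells for full effect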
# Target sequence (O14727 whole entry, looked up): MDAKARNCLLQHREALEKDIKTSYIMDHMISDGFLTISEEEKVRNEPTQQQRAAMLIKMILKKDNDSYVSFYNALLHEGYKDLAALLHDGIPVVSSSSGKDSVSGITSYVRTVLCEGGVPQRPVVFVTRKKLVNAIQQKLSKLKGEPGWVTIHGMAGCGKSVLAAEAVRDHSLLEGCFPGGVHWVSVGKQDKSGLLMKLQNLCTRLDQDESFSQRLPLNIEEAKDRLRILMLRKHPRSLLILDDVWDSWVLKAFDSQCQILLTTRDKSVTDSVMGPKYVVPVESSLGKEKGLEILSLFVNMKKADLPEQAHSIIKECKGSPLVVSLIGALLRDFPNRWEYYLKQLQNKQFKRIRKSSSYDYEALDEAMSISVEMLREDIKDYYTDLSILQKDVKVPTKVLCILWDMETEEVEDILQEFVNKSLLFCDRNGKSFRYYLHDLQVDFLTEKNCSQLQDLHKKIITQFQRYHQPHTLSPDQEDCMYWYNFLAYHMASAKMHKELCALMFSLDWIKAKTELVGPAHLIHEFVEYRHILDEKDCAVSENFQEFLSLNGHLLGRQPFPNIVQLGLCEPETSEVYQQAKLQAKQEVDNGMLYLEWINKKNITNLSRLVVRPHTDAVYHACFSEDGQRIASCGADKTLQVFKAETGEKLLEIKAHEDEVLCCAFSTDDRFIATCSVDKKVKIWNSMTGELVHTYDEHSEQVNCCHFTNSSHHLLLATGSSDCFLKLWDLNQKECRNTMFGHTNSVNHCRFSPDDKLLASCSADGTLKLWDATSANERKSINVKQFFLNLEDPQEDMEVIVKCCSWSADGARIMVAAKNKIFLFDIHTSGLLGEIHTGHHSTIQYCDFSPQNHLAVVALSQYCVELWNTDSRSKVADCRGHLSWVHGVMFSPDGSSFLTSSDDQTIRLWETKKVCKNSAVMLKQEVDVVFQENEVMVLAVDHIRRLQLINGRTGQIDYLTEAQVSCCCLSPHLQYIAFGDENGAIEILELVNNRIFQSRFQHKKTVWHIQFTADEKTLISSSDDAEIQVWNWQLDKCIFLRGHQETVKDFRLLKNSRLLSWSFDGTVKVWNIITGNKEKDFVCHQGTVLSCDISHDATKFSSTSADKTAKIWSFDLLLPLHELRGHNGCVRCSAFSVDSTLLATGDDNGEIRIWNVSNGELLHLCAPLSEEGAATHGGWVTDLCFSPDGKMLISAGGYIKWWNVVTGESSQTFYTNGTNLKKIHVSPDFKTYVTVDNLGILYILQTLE
#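 System: reconstituted apoptosome with Apaf-1, cytochrome c, caspase-9, procaspase-3, dATP; Signal: Rh110 fluorescence intensity; Schedule: 30 min compound preincubation, 50 min activation, room temperature; Reagent: cytochrome c trigger plus (Z-DEVD)2-Rh110 caspase-3 substrate.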
# SENP6 inh – blocks the human protease SENP6; Recombinant SENP6 catalytic domain, aminoluciferin luminescence; inhibition, % at 10 µM; 330,000 compounds, 1.8% hits; AID 2599;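 active = inhibition above about 50% at the single tested dose, limit read from the data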;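 note: plate controls were DMSO wells with enzyme for no effect and DMSO wells lacking enzyme for full effect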
# SENP7 block – inhibitors of human SENP7 protease; Q9BQF6; recombinant SENP7, Z-RLRGG-aminoluciferin luminescence, 40 min; inhibition, % at 5 µM; 330,000 compounds, 1.5% hits; AID 434973;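 active = inhibition above about 50% at the single test dose, limit read from the data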;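 note: plate controls were DMSO with enzyme for no effect and no enzyme buffer wells for full effect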
# SENP8 block-2 – SENP8 protease inhibition; Q96LD8; purified SENP8, Z-RLRGG-aminoluciferin cleavage, luminescence; inhibition, % at 10 µM; 330,000 compounds, 1.2% hits; AID 2540; in the data active = inhibition above about 50%
# The depositor's hits bear a star; i = inactive; · = no result given.
SMILES,HKDC1 inhibitor,SENP1 FRET inh,PfG6PD inh,SENP8 block-1,Apaf1 inhib,SENP6 inh,SENP7 block,SENP8 block-2
O=C(NN=Cc1ccc(N2CCOCC2)s1)c1ccc([N+](=O)[O-])cc1,-19.4,6.1,-12.5,43.0*,3.3,-2.3,-4.6,-2.3
COc1cccc(C(=O)NCc2ccco2)c1OC,2.3,1.2,-7.4,17.7,-1.3,-2.2,0.9,17.7
NC1=NN(c2ccccc2)C(=O)C1,11.9,-0.3,-5.6,8.5,·,·,·,·
C=CCNC(=O)c1cccc(NS(=O)(=O)c2ccc(Cl)cc2)c1,-10.8,1.4,-6.8,4.0,-0.2,12.5,4.3,4.1
O=C(CN1C(=O)c2cccc([N+](=O)[O-])c2C1=O)N1CCN(S(=O)(=O)c2ccccc2)CC1,2.2,-2.4,-9.9,15.0,7.7,3.1,-9.0,-7.0
O=C(O)c1ccc(OS(=O)(=O)c2ccc(Cl)s2)cc1,-4.0,0.1,-21.0,10.0,-3.7,30.5,13.5,11.4
Cc1ccc(NC(=O)CCn2c(=O)c3cccn3c3ccccc32)c(C)c1,-5.3,0.0,8.1,-2.2,18.5,17.3,-3.3,0.6
COC(=O)C1=C(C)N(Cc2ccccc2)C(=NCc2cccc(C(F)(F)F)c2)N[C@H]1c1cccc(F)c1,7.2,-19.7,19.5,1.4,36.8,-30.8,-2.0,-18.3
Cc1cc(C)cc(OCC(=O)OCC(=O)NCCC2=CCCCC2)c1,-3.4,2.0,8.4,8.1,15.3,-0.4,6.3,-5.2
Cc1occc1C(=O)N/N=C/c1cccnc1,-9.1,-1.6,-0.7,5.2,-0.8,-14.8,20.1,4.2
CS(=O)(=O)N(CC(=O)Nc1ccccc1C(=O)N1CCCC1)c1ccc2c(c1)OCO2,-5.5,-0.8,9.8,6.8,-2.3,-1.0,6.9,-0.6
O=C(Nc1ccc2c(c1)CCC2)c1cccc(F)c1,-8.8,0.4,32.3,8.6,0.8,87.5*,92.0*,76.5*
O=C(O)c1cccc(-c2nc3ccccc3[nH]2)c1,6.1,1.1,-2.0,-50.7,-0.8,93.9*,99.4*,94.4*
N#Cc1nc(-c2ccccc2F)oc1NCc1cccc2c1OCO2,-4.9,-0.3,-3.5,-278.9,-8.0,13.2,7.0,2.2
CCOC(=O)/C=C1\SCC(=O)N1CC(=O)Nc1cccc(F)c1,-3.8,-0.2,-5.2,2.3,-7.9,-27.5,0.1,-3.1
CC(NC(=O)c1cccc(OC2CCN(C3CCN(C)CC3)CC2)c1)c1ccccc1 (configuration not stated),-3.8,0.4,-9.2,7.4,18.4,-19.8,2.2,-4.0
Cc1c(NC(=O)CN2C(=O)NC3(CCCCC3C)C2=O)cccc1[N+](=O)[O-] (configuration not stated),-7.9,0.6,11.3,-1.8,-10.8,9.4,8.3,3.2
O=C(COc1cccc(Br)c1)Nc1ccc(N2CCOCC2)cc1N1CCOCC1,-1.7,-2.2,1.5,11.0,15.7,6.1,-0.8,16.1
CCN(CC)CCOC(=O)c1c(C)oc2ccc(OC)cc12,2.9,-0.6,-2.4,26.0,-6.8,-0.2,10.7,2.2
Cc1onc(-c2ccccc2Cl)c1C(=O)N1CCCCCC1,-1.5,-0.3,-2.0,1.5,0.8,10.3,-3.4,-1.3

# Some of the entries so far, tab-delimited:
canonical_smiles	HKDC1 inhibitor	SENP1 FRET inh	PfG6PD inh	SENP8 block-1	Apaf1 inhib	SENP6 inh	SENP7 block	SENP8 block-2
CC(NC(=O)c1cccc(OC2CCN(C3CCN(C)CC3)CC2)c1)c1ccccc1 (configuration not stated)	-3.8	0.4	-9.2	7.4	18.4	-19.8	2.2	-4.0
Cc1c(NC(=O)CN2C(=O)NC3(CCCCC3C)C2=O)cccc1[N+](=O)[O-] (configuration not stated)	-7.9	0.6	11.3	-1.8	-10.8	9.4	8.3	3.2
O=C(COc1cccc(Br)c1)Nc1ccc(N2CCOCC2)cc1N1CCOCC1	-1.7	-2.2	1.5	11.0	15.7	6.1	-0.8	16.1
CCN(CC)CCOC(=O)c1c(C)oc2ccc(OC)cc12	2.9	-0.6	-2.4	26.0	-6.8	-0.2	10.7	2.2
Cc1onc(-c2ccccc2Cl)c1C(=O)N1CCCCCC1	-1.5	-0.3	-2.0	1.5	0.8	10.3	-3.4	-1.3

# (continued)
SMILES,HKDC1 inhibitor,SENP1 FRET inh,PfG6PD inh,SENP8 block-1,Apaf1 inhib,SENP6 inh,SENP7 block,SENP8 block-2
Cc1ccc(C(=O)Nc2ccc(Nc3ccccc3)cc2)c(Cl)c1,-7.3,-0.6,-1.9,-7.6,8.4,-5.1,-3.3,13.6
Cc1ccc(NC(=O)COC(=O)CNC(=O)c2ccc(Cl)cc2Cl)cc1S(=O)(=O)N1CCOCC1,4.2,1.9,-34.5,14.7,17.0,-17.6,5.4,6.6
COc1ccccc1N1CCN(C(=O)COc2cc(C)ccc2C)CC1,-6.5,-0.9,10.8,7.3,14.7,-15.6,9.0,-6.4
O=C(CN(C1CCCCC1)S(=O)(=O)c1ccc(Cl)cc1)NCc1ccncc1,-9.5,3.2,-0.8,21.9,-1.1,-30.0,8.5,-2.1
CS(=O)(=O)N(CC(=O)N1CCCCC1)Cc1ccccc1,-1.3,0.1,-10.4,20.6,1.3,-47.5,-7.4,-12.8
C=C(C)CSc1nc(N)c2c3c(sc2n1)CCC3,-11.4,-23.9,16.8,-109.1,-16.8,1.3,4.1,-4.6
COC(=O)CCCC1=CC2=CC(=O)C(C)(OC(=O)c3ccco3)C(=O)C2=CO1 (configuration not stated),·,·,·,·,21.8,3.5,-7.6,7.8
Cn1c2c(c(O)c(-c3ccccc3)c1=O)C(=O)CC(C)(C)C2,-11.2,1.9,-5.9,-16.9,3.4,-12.6,5.0,-8.6
Cc1cccc(NC(=S)NCc2ccc(F)cc2)c1C,-6.7,1.0,-9.2,8.0,1.7,7.5,11.0,12.7
CCOC(=O)C1(CC2CCCCO2)CCN(S(=O)(=O)c2ccc(C)s2)CC1 (configuration not stated),-9.2,0.7,11.8,11.4,5.9,-21.7,0.7,-8.4
COc1ccc([C@@]2(O)c3c(ccc(CC=C(C)C)c3O)NC(=O)[C@@H]2OC)cc1,-0.2,-2.2,13.6,12.6,1.6,-7.7,5.6,2.8
CCOC(=O)c1c(S(=O)(=O)Nc2ccc(C)cn2)c(C)n(C)c1C,-3.0,-1.1,-7.6,-0.1,6.5,4.9,-3.4,-2.0
O=C(Nc1ccccn1)c1ccc(C(=O)c2ccccc2)cc1,3.4,0.8,5.0,8.6,8.7,49.7,45.4,19.1
COc1ccc(NC(=O)CSc2nccn2-c2ccccc2)c(OC)c1,-5.3,2.8,-2.3,11.6,-2.8,0.8,-0.8,-0.5
CC(C)c1cc(-c2cc(C(=O)Nc3ccccc3)on2)nc(NCC2CC2)n1,·,·,·,·,17.1,-6.1,-6.9,-8.2
CN(CC(=O)NCc1ccncc1)S(=O)(=O)c1ccc(Cl)cc1,-11.8,-0.3,-4.9,-5.3,9.7,-23.3,-6.1,-5.2
O=C(CN1CCN(Cc2ccccc2Cl)CC1)N/N=C/c1ccco1,-3.8,-1.5,8.8,10.7,-5.3,4.0,-4.9,-3.4
COc1ccc(C(=O)N2CCN(c3cccc(Cl)c3)CC2)cc1S(=O)(=O)NC1CC1,-2.1,2.4,0.1,9.4,-0.3,28.1,32.5,24.2
O=C1CCCCCCCCCC/C(=N\O)CCCO1,-4.7,0.1,-7.8,11.8,12.8,-18.2,9.9,-7.9
COc1cc(-c2noc(C)c2C(=O)NCCc2ccccc2)cc(OC)c1OC,1.1,0.8,-11.4,5.0,9.5,-7.1,-3.7,4.3
O=C(C1CCN(C2CC(=O)N(c3cccc(Cl)c3)C2=O)CC1)N1CCCCCC1 (configuration not stated),-8.2,0.5,0.1,8.8,-10.2,-1.6,6.2,7.1
S=C1NCN(C2CCCCC2)CN1Cc1ccccc1,-9.8,2.1,-28.2,19.5,-9.0,10.6,-2.3,-8.4
N#Cc1ccc(CSc2nnc(-c3cccnc3)n2-c2ccccc2)cc1,-14.5,-1.2,2.7,-34.9,-23.2,0.9,0.1,12.9
O=C(Nc1ccc(Oc2ccsc2C(=O)O)cc1)c1ccccc1,-1.7,2.0,-11.0,9.5,8.5,-21.5,-7.4,-11.0
Cc1ccc(CSc2nnc(-c3ccncc3)n2N)cc1,-1.3,1.5,-10.7,11.6,-14.5,-9.2,-5.4,-4.8
CCc1nnc(NC(=O)/C=C/c2ccc(C)o2)s1,-7.5,-0.7,11.4,-148.4,-0.1,-7.3,-0.7,-6.5
O=C1c2ccccc2C(Nc2ccc(Cl)cn2)N1c1ccccn1 (configuration not stated),-2.9,-4.0,1.8,2.3,13.9,-22.7,-0.1,1.1
COC(=O)Cn1c(=NC(=O)c2ccc(OC)cc2)sc2cc(OC)ccc21,7.6,-0.5,6.8,-397.3,12.3,2.7,-1.7,-2.6
Cc1ccc(N(CC#N)C(=O)CS(=O)(=O)c2cccc([N+](=O)[O-])c2)cc1,-4.9,-0.4,7.0,13.1,8.4,-2.0,-0.5,-4.5
CCOc1ccc(C(=S)N2CCCC2)cc1,0.1,1.4,11.6,20.3,-2.8,1.6,0.0,4.7
CCOC(=O)c1csc(NNC=O)n1,-8.8,0.7,2.2,11.5,3.7,-3.0,7.7,4.0
O=C(NC1CC1)c1ccc2c(c1)N(Cc1ccccc1)CCS2,-1.3,0.3,12.9,-390.2,-0.4,-3.0,3.5,4.0
C=CCNS(=O)(=O)c1ccc(OC)c(C)c1,3.2,0.3,-6.3,4.4,-8.6,-10.3,-7.1,6.0
COc1ccc(N2CCN(C(=O)Cc3ccc(OC)c(OC)c3)CC2)cc1,-2.9,-2.3,22.3,13.0,i,23.7,-8.1,-7.5
Cc1cc(OCC(=O)O/N=C(\N)Cc2cccs2)ccc1Br,9.4,2.3,-3.6,13.1,9.4,-7.7,3.7,-1.4
CC(C)C(NC(=O)C1CCCCC1)C(=O)Nc1ccccn1 (configuration not stated),5.0,1.4,-10.2,17.1,-6.0,-10.1,-5.0,-1.4
CNC(=O)CN(CCc1ccccc1)S(=O)(=O)c1ccc(OC)cc1,-3.9,1.5,9.4,12.3,8.2,-26.4,-4.8,-12.4
CCCN1CCC(=O)N([C@H](CSc2ccc(C)cc2)Cc2ccccc2)CC1,-0.2,-2.5,9.7,20.1,14.8,-10.0,3.1,-4.7
O=C(CCn1c(=O)c2ccccc2n(Cc2ccccc2)c1=O)NC1CCN(Cc2ccccc2)CC1,-6.0,0.5,2.8,12.9,-15.5,-7.9,5.8,-0.1
Cc1cc(OC(C)C(=O)NCC2CCC(C(=O)O)CC2)c2c(C)c(Cc3ccccc3)c(=O)oc2c1 (configuration not stated),-2.4,1.2,-6.4,-189.7,1.9,-15.0,11.8,-13.7
COc1ccc(C2C(C(C)=O)=C(O)C(=O)N2c2nccs2)cc1OC (configuration not stated),-3.8,-14.9,-17.2,-3.4,·,·,·,·
O=C(CSc1n[nH]c(-c2ccccn2)n1)Nc1cccc(Cl)c1,2.4,-0.9,-9.8,0.1,7.2,-4.8,11.3,0.9
O=C1CCCC2=C1CC(C(=O)OCc1ccccc1)C(=O)N2Cc1ccccc1 (configuration not stated),0.8,1.2,16.5,-7.1,·,·,·,·
